ER stress rescue = protection against thapsigargin-triggered cell killing – 384-well, CSM14.1, ATP luminescence, primary screen (AID 1222) | 190,000 tested, under 10 active | CSM14.1 thapsigargin-induced death rescue, ATP luminescence; higher % means a stronger effect | one-dose cellular ATP content (survival), % at 20 µM; EC50 in µM for titrated hits;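 active = EC50 below 50 µM in the dose-response confirmation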;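 also: death triggered by thapsigargin at about 15 µM added after 2 h compound pretreatment; cell ATP read after overnight thapsigargin exposure of roughly 18 to 22 hours; normalized against plate controls of thapsigargin alone and 5% DMSO vehicle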
Yfh1-depleted yeast = enhancers of respiration in Yfh1-depleted yeast, dose response, Friedreich's ataxia, plus single-dose screen (AID 1465) | fold induction at 50 µM, or EC50 in µM where a hit was titrated | S. cerevisiae Yfh1-off respiration, WST-1 reduction, 72 h; higher fold induction means a stronger effect | 0.074% of 220,000 active;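 active = fold induction of absorbance versus untreated yeast above a set limit, then at least 30% activation at any dose in follow-up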;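 also: activators that raise dye reduction in frataxin-depleted yeast; strong numbers were not always called active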
Autophagy mod = autophagy modulation, high-content screen; 0.98% of 190,000 active; MEF GFP-LC3 puncta imaging; test concentration mostly 10 µM; AID 463193; calls only at 10 µM (by protocol);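 active = percentage of spot-positive cells more than 3 SD above its plate mean, without a fluorescence outlier flag or 80% toxicity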;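 also: spot-positive cell cutoff set from DMSO-treated cells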
M17LAP inhibition = P. falciparum M17LAP inhibitors, primary screen, biochemical, fluorogenic H-Leu-NHMec substrate, 1536-well (AID 1619). recombinant M17LAP, H-Leu-NHMec fluorogenic kinetic assay; higher % means a stronger effect. one-dose inhibition, % at 30 µM; IC50 in µM for titrated hits. 0.38% of 220,000 active;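 active = compound inhibiting the enzyme by more than half at any dose during confirmatory dose-response retesting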;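 also: plate controls were full reaction with DMSO carrier for no effect and no enzyme background for full effect; strong numbers were not always called active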
Ins promoter up = MIN6 insulin promoter up-regulation; 0.3% of 190,000 active; MIN6 insulin promoter-GFP reporter, high-content imaging; hits give high values; z-score at 5 µM; AID 1625;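 active = z-score above 3 at 5 µM with at least 500 cells counted in the well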
MT stabilizer = microtubule stabilization, imaging screen; HeLa tubulin immunostaining HCS, 24 h; share of cells brighter than vehicle mean+2SD; % tubulin-high responders, % at 10 µM; 0.83% of 200,000 active; AID 2205;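 active = plate Z-score above 3 for both tubulin-high and condensed-nucleus cell shares, with cell loss under 80%, at 10 µM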;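 also: anti alpha tubulin signal scored within the nucleus-defined area of each cell; some results filed as inactive read as strong as hits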
P. falciparum M1AAP = P. falciparum M1AAP inhibitors, biochemical, fluorogenic H-Leu-NHMec substrate, 1536-well (AID 1445); recombinant M1AAP, H-Leu-NHMec fluorogenic kinetic assay; higher % means a stronger effect; inhibition, % at 30 µM; hits with a dose series show IC50 in µM; 0.42% of 220,000 active;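 active = primary inhibition above the hit cutoff, then over 50% inhibition at one or more dose response concentrations, cut at about 23% in these data, passing the limit was not always enough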;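 also: plate controls were DMSO full reaction for no effect and no enzyme background for full effect; strong numbers were not always called active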
Dynein transport = blocks dynein driven cargo transport along microtubules; 3617.4 mouse cells, GR-EGFP nuclear translocation imaging; test concentration mostly 20 µM; stimulated with dexamethasone, 1 µM; hits give low values; z-score, hits read low; 0.47% of 220,000 active; AID 1381;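 active = plate z-score of nuclear minus cytoplasmic receptor signal below a set negative limit, without overly bright fluorescence or cell loss, cut at about -3.5 in these data, passing the limit was not always enough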;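 also: z-score of nuclear minus cytoplasmic ring GR-EGFP intensity difference per well; some compounds called inactive have numbers as strong as hits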
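Buffer or medium: tetracycline-free induction medium containing charcoal-stripped FBS / Reagent: dexamethasone agonist, 1.0 µM final, for 30 min / Technique: automated 10x imaging of fixed Hoechst-stained cells / Times: induction 48 h, compound 1 h, agonist 30 min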
Lipid droplet = hepatic lipid droplet formation modulation; 0.4% of 240,000 active; inhibition, % at 6.5 µM; AML12 mouse hepatocytes, oleate lipid droplets, BODIPY imaging; AID 1656;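 active = lipid droplet intensity inhibited by at least 50%, with more than 500 cells counted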
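Assay system: AML12 mouse liver cells | Compound dosing: One dose, 6.5 µM compound | Read-out basis: Droplet intensity reduction, % inhibition | Measured by: Fluorescence imaging, 20x objective, two fields per well | Schedule: Overnight treatment with compound plus oleate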
Dynein transport cytoplasmic EGFP = recorded beside Dynein transport, whose call it bears; z-score; measured here: cytoplasmic GR-EGFP intensity; hits give high values
Dynein transport nuclear GR-EGFP = also measured in Dynein transport; calls as there; z-score; measured here: nuclear GR-EGFP intensity;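 lower value marks the stronger effect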
Dynein transport cell count = recorded beside Dynein transport, whose call it bears; z-score; measured here: cell count per field
Ins promoter up cell count = further read-out of Ins promoter up, marked with its call; cell count; measured here: cytotoxicity, nuclei count;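 total cells summed across four imaged fields per well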
Lipid droplet cells 6.5 µM = further read-out of Lipid droplet, marked with its call; cell count; measured here: cell count, cytotoxicity flag;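 cells counted across two imaged fields per well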
MT stabilizer Hoechst-high % = second read-out of MT stabilizer, no call of its own (marks repeat the call); % Hoechst-high responders; measured here: nuclear condensation Hoechst responders;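 share of cells brighter than vehicle mean plus two SD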
MT stabilizer cytotoxicity % = second read-out of MT stabilizer, no call of its own (marks repeat the call); toxicity, %; measured here: cytotoxicity by cell density;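 0% = mean cell density of plate MIN control wells and 100% = no cells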
Autophagy mod cell loss 18 h = also measured in Autophagy mod; calls as there; toxicity, %; measured here: cell loss, nuclei count;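 cell loss after 18 h compound exposure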
* hit, by the source's call; i = inactive; nt = not tested or not shown. No enrichment for hits. Share with any hit: about 3.5%.

SMILES	ER stress rescue	Yfh1-depleted yeast	Autophagy mod	Autophagy mod cell loss 18 h	M17LAP inhibition	Ins promoter up	Ins promoter up cell count	MT stabilizer	MT stabilizer Hoechst-high %	MT stabilizer cytotoxicity %	P. falciparum M1AAP	Dynein transport	Dynein transport cytoplasmic EGFP	Dynein transport nuclear GR-EGFP	Dynein transport cell count	Lipid droplet	Lipid droplet cells 6.5 µM
CC(Oc1ccc(Cl)cc1Cl)c1nc(-c2ccc(NC(=O)c3ccccn3)cc2)no1 (centres undefined)	-1.1%	i	i	2	-4%	-0.07	844	9.2	6.9	7.3	-3%	0.18	-0.19	0.94	0.19	-2	770
COc1ccc(S(=O)(=O)N2CCCCC2)cc1NC(=O)c1ccc(=O)[nH]c1	-1.1%	i	i	-10	-6%	0.6	1221	2.6	2.3	6.5	2%	0.37	-0.29	0.6	0.37	5	681
CCCCOC(=O)C1=C(C)Nc2ncnn2C1c1cccc(OC)c1 (centres undefined)	-0.5%	i	i	-4	1%	1.9	1536	4.5	2.2	3.7	7%	-0.18	-0.21	0.022	-0.21	nt	nt
CC(C)CCN1CCN(Cc2nc(-c3ccccc3)cs2)CC1CCO (centres undefined)	1.3%	i	i	21	-7%	0.44	1648	1.5	1.5	5.0	-3%	-0.74	-0.16	-0.25	0.93	2	670
O=C(/C=C/c1cccc([N+](=O)[O-])c1)NCCSCc1ccccc1Cl	-1.5%	i	i	-9	8%	-0.06	1395	2.2	3.1	9.1	0%	-0.02	-0.24	0.036	0.5	-11	660
O=C(c1cc([N+](=O)[O-])cc([N+](=O)[O-])c1)N1CCCc2ccccc21	-1.1%	i	i	-9	nt	-0.15	1448	3.3	1.2	1.8	nt	1.1	-0.15	0.97	-1.4	1	696
CCOc1ccccc1N(CC(=O)Nc1ccccc1C(=O)O)S(C)(=O)=O	0.5%	i	i	-9	-39%	0.93	1853	1.5	2.1	12	14%	0.47	-0.43	0.052	-0.44	-5	679
CCOC(=O)c1cc(NC(=O)c2ccoc2C)cc(C(=O)OCC)c1	-3.9%	i	i	-3	12%	0.01	1619	3.2	1.6	6.6	1%	-0.35	-0.27	-0.5	1.4	-21	696
O=C(NCC1CCCO1)C(c1ccc(F)cc1)N(C(=O)Cn1nnc(-c2ccc(F)cc2)n1)c1cccc(O)c1 (centres undefined)	-1.2%	i	i	11	-16%	0.14	1432	1.6	2.0	7.2	8%	-0.95	-0.13	-0.31	0.82	16	710
Cc1ccc(C(=O)NCC(=O)NCC(=O)OCC(=O)c2ccc(F)cc2)cc1	1.5%	i	i	-3	11%	-0.21	1298	5.1	2.6	7.8	4%	0.15	-0.075	0.23	-0.78	1	766
COc1cc(C(=O)NCCc2ccc(S(N)(=O)=O)cc2)cc(OC)c1OC	-1.4%	i	i	-2	5%	-0.05	1348	5.7	2.5	6.4	3%	0.9	-0.23	0.45	-0.57	nt	nt
COC(=O)c1nn(-c2ccc(Oc3ccccc3)cc2)c(=O)cc1O	0.0%	i	i	40	6%	0.1	1255	10	1.1	4.5	1%	-0.012	-0.36	0.25	0.94	2	682
Cc1cc(C)n2nc(S(=O)(=O)NCCc3ccccc3)nc2n1	1.2%	i	i	6	9%	-0.74	721	2.5	5.5	5.7	-3%	-0.34	-0.29	-0.2	0.45	nt	nt
Cc1cc(C(=O)O)ccc1-n1c(C)ccc1C	nt	nt	i	2	19%	nt	nt	1.7	2.6	8.1	6%	0.18	-0.18	0.81	-1.3	nt	nt
O=C(NC1CCCCCCC1)c1ccc(CNc2c(N3CCOCC3)c(=O)c2=O)cc1	nt	i	i	-5	13%	-0.2	1399	2.1	2.8	9.7	3%	0.69	-0.22	0.48	0.034	-5	630
O=C(Nc1cccn(Cc2ccc(F)cc2)c1=O)NC1CCCCC1	2.8%	i	i	8	1%	-1	1578	2.3	1.6	2.4	5%	0.58	-0.23	-0.74	0.027	nt	nt
CCOC(=O)C1CCN(c2cc(=O)n(C3CCCCC3)c(=O)[nH]2)CC1	-0.4%	i	i	6	8%	0.9	1335	1.3	1.5	9.9	2%	0.19	-0.22	0.33	-0.14	nt	nt
O=C(N/N=C/c1ccc(Cl)c([N+](=O)[O-])c1)c1cc(-c2ccc3c4c(cccc24)CC3)n[nH]1	nt	i	nt	nt	5%	-0.19	1028	nt	nt	nt	6%	0.26	-0.18	0.96	-0.47	24	689
COC(=O)c1c(SCc2ccc(C#N)cc2)nc(=O)[nH]c1C	-0.8%	i	i	-21	4%	-1.1	1593	2.3	1.4	0.6	1%	-1.3	-0.22	-0.62	1.3	4	645
Cc1cc(NC(=O)/C=C/c2ccc(Br)cc2)no1	-0.6%	i	i	4	-5%	0.18	1313	3.7	2.0	0.2	-1%	-0.35	-0.24	0.43	-0.26	-6	647
CC(C)OC(=O)CCC(=O)Nc1nc2ccccc2s1	1.5%	i	i	9	3%	-0.19	786	2.6	1.8	5.3	8%	-0.99	-0.3	-0.37	0.86	nt	nt
CNC(=O)c1ccccc1S(=O)c1ccccc1COC(C)=O (centres undefined)	nt	i	nt	nt	-4%	-0.86	1064	nt	nt	nt	0%	0.11	-0.27	0.51	0.03	nt	nt
COc1cc(OC)cc(C(=O)N[C@H](C(=O)Nc2nc(-c3ccc(F)c(F)c3)cs2)C(C)C)c1	-0.4%	i	i	-3	-4%	0.5	1669	3.0	2.8	4.1	-1%	-1.1	-0.3	-0.31	0.69	11	652
COC(=O)c1ccc(NC(=O)c2ccccc2NS(C)(=O)=O)cc1	nt	i	i	-3	15%	0.82	1129	2.0	1.9	1.1	3%	-0.12	-0.24	0.0058	0.93	-11	725
CCC(C)(C)n1nnnc1CN(Cc1cc2cc(OC)c(OC)cc2[nH]c1=O)C1CCCC1	7.2%	i	i	-1	-8%	0.62	1199	3.3	2.1	13	6%	1.7	-0.41	0.56	0.087	-15	784
O=C(O)CCc1ccc(-c2ccc(Cl)cc2)o1	-2.4%	i	i	2	7%	-0.7	969	1.2	1.6	5.6	5%	-0.24	-0.18	-0.21	0.43	8	745
c1cnn(Cc2cnc(N3CCOCC3)s2)c1	1.4%	i	i	-28	5%	0.58	1378	4.2	1.4	12	5%	1.7	-0.23	1.1	-1.1	-8	741
Cc1ccc(/C=C2\C(=O)ON=C2c2ccccc2)o1	0.4%	i	i	2	-7%	0.11	1443	2.4	2.7	1.6	-1%	0.76	0.5	1.2	-2.2	0	708
COc1cc(C(=O)Nc2sc3c(c2C#N)CCN(C(C)=O)C3)cc(OC)c1OC	-1.0%	i	i	8	13%	0	1996	6.1	8.2	4.4	12%	0.4	-0.04	0.27	-0.34	-10	649
Cc1c(Cl)cccc1NC(=S)N1CCN(c2ccc([N+](=O)[O-])cn2)CC1	nt	i	nt	nt	2%	0.12	1092	nt	nt	nt	4%	-1.1	-0.23	-0.24	1.1	15	763
COC(=O)c1ccc(NC(=S)NNC(=O)CC(C)C)cc1	-2.6%	i	i	-2	-7%	1	1576	5.5	3.1	8.4	-14%	-0.71	-0.27	-0.36	0.76	2	580
CC(C)Nc1nc2nonc2nc1Nc1ccccc1	nt	i	nt	nt	14%	-0.39	1045	nt	nt	nt	6%	-0.43	-0.27	-0.27	0.63	-25	706
CC1CN=C(N(C(=O)Nc2ccccc2)C(C)c2ccccc2)S1 (centres undefined)	nt	i	nt	nt	-5%	1	1110	nt	nt	nt	5%	1.7	0.29	0.8	-2.4	1	594
CC(C)(C)c1ccc(C2(C)NC(=O)N(CC(=O)NCc3cccs3)C2=O)cc1 (centres undefined)	3.1%	i	i	0	-4%	0.33	1225	1.3	2.0	6.3	14%	-0.55	-0.23	-0.015	0.15	23	647
CC(C)c1ccc(OCC(=O)NNC(=O)c2cnccn2)cc1	nt	i	nt	nt	1%	0.04	1127	nt	nt	nt	-3%	0.17	-0.16	0.11	-0.26	42	722
CCCc1nnc(NC(=O)CN2C(=O)C3C4C=CC(C4)C3C2=O)s1 (centres undefined)	-1.9%	i	i	-1	14%	-0.38	1392	10	2.0	2.6	-3%	1.2	-0.00082	0.81	-1.2	nt	nt
CC(C)Cn1c(SCC(=O)c2ccc(Cl)s2)nnc1-c1ccco1	2.9%	i	i	3	-2%	0.41	903	1.5	1.3	6.7	10%	2.4	-0.16	1.1	-1.5	nt	nt

Grouped by structure, the entries above containing an aryl thioether with sulfur outside any ring
SMILES	ER stress rescue	Yfh1-depleted yeast	Autophagy mod	Autophagy mod cell loss 18 h	M17LAP inhibition	Ins promoter up	Ins promoter up cell count	MT stabilizer	MT stabilizer Hoechst-high %	MT stabilizer cytotoxicity %	P. falciparum M1AAP	Dynein transport	Dynein transport cytoplasmic EGFP	Dynein transport nuclear GR-EGFP	Dynein transport cell count	Lipid droplet	Lipid droplet cells 6.5 µM
COC(=O)c1c(SCc2ccc(C#N)cc2)nc(=O)[nH]c1C	-0.8%	i	i	-21	4%	-1.1	1593	2.3	1.4	0.6	1%	-1.3	-0.22	-0.62	1.3	4	645
CC(C)Cn1c(SCC(=O)c2ccc(Cl)s2)nnc1-c1ccco1	2.9%	i	i	3	-2%	0.41	903	1.5	1.3	6.7	10%	2.4	-0.16	1.1	-1.5	nt	nt
